MrgX1 antagonist – blocks BAM8-22 activation of human MrgX1 receptor; Q96LB2; MRGX1-HEK293 calcium flux, Fluo-4, BAM8-22 antagonism; stronger effect = lower value; B-score at 10 µM; hit rate 1.3% among 310,000; AID 588676;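 active = calcium-response B-score plate-corrected more than 3 library SD below zero, starting fluorescence within 5 deviations, no agonist response on first addition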;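 also: peak minus trough fluorescence over baseline after final BAM8-22 challenge near maximal dose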
Target sequence (Q96LB2 whole entry, looked up): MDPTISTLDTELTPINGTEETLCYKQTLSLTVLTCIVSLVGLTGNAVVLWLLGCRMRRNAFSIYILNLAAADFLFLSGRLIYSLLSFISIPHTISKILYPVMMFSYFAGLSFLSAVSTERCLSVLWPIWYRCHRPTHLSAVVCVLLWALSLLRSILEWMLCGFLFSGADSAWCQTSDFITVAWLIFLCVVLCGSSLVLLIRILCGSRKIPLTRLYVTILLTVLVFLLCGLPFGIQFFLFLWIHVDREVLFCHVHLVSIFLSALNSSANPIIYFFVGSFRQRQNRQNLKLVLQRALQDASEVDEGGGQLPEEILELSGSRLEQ
TRPC4 potent – TRPC4 (mouse) allosteric potentiation | Q9QUQ5 | HEK293 TRPC4beta/mu-opioid, DAMGO EC20, Fluo-4 Ca2+ flux; stronger effect = higher value | B-score at 10 µM | hit rate 0.42% among 310,000;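 active = B-score of calcium response area above 5 SD of library B-scores, with initial fluorescence ratio within 5 SD of library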;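 also: B-score of integrated fluorescence ratio over time as area under calcium response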
MrgX1 agonist – activates human MrgX1 receptor signaling; hit rate 0.44% among 310,000; AID 588627; MrgX1-HEK293 cells, Fluo-4 calcium fluorescence, agonist mode; stronger effect = higher value; B-score at 10 µM; Q96LB2;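 active = calcium response B-score plate-corrected fluorescence ratio at least 3 library SD, with starting fluorescence B-score inside 5 SD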
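Test system: HEK293 cells stably expressing human MrgX1 receptor; amount: 15,000 cells per well; doses: compound delivered in addition one of three; times: overnight plating before 1 h dye loading; detection: Fluo-4 NW calcium-flux fluorescence, kinetic read; read-out basis: B-scored fluorescence response ratio; controls: positive and negative controls per plate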
TRPC6 activator – activators of mouse TRPC6 channel | Q61143 | HEK293-TRPC6 membrane potential dye fluorescence; stronger effect = higher value | B-score at 10 µM | hit rate 0.13% among 310,000;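 active = B-score of the integrated fluorescence ratio above library mean plus 3 SD, and starting fluorescence ratio within library mean plus 5 SD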;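 also: higher score means more depolarization so channel activation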
TMEM16A inh – blocks the mouse calcium-activated chloride channel TMEM16A | Q8BHY3 | HEK293 TMEM16A/YFP iodide influx fluorescence, ionomycin | normalized B-score (activity score, 25-100; higher = stronger inhibition) at 10 µM | hit rate 1.2% among 310,000 | AID 588511;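 active = ratio plate-corrected score three or more library SD toward inhibition, starting fluorescence score within five deviations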;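 also: score derived from kinetic fluorescence span divided by baseline fluorescence per well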
MrgX1 PAM – allosterically activates human MrgX1 receptor signaling; Q96LB2; hit rate 0.63% among 310,000; MrgX1-HEK293, Fluo-4 calcium flux, FDSS; stronger effect = higher value; B-score at 10 µM;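 active = plate-corrected calcium response at least 3 library SD above typical, normal starting fluorescence, not activating the receptor alone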;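 also: compound read alongside a low EC10 to EC30 dose of BAM8-22 agonist; peak minus trough fluorescence over baseline measured at the second addition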
TRPC6 inhibitor – inhibitors of mouse TRPC6 channel; B-score at 10 µM; Q61143; hit rate 1.1% among 310,000; AID 2553; HEK293-TRPC6, membrane potential dye, ACh-evoked depolarization; stronger effect = lower value;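 active = B-score under library mean minus 3 SD, initial fluorescence not abnormally high, positive integrated signal ratio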;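 also: B-score derived from integrated fluorescence ratio over the kinetic read; more negative B-score means stronger inhibition of depolarization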
TRPC4 act – opens the mouse TRPC4 cation channel; Q9QUQ5; HEK293 TRPC4beta/mu-opioid, Fluo4 calcium fluorescence; stronger effect = higher value; B-score at 10 µM; hit rate 0.49% among 310,000; AID 2237;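 active = B-score above 5 SD of library B-scores, and initial fluorescence ratio not above library mean plus 5 SD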;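 also: positive B-score marks a calcium rise read as TRPC4 activation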
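System: HEK293 cells stably co-expressing mouse TRPC4beta and mu-opioid receptor; Schedule: Fluo4 dye loading 45 min at room temperature, 110 s recording; Detection: Fluo4 fluorescence, kinetic; Evaluation: B-scored integrated calcium fluorescence ratio; Controls: buffer (low) and maximal DAMGO (high).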
TRPC4 inh – blocks the mouse TRPC4 cation channel | Q9QUQ5 | HEK293 TRPC4beta/mu-opioid, DAMGO-evoked Fluo4 calcium flux; stronger effect = lower value | B-score at 10 µM | hit rate 0.39% among 300,000;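 active = B-score over 3 SD under the library average, no early fluorescence shift, positive overall ratio signal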
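Material: HEK293 cells with stable TRPC4beta plus mu-opioid receptor expression; probe or stimulus: DAMGO in two steps, submaximal then maximal; technique: Fluo4 calcium fluorescence by kinetic imaging, 5 s 1 Hz baseline; measure: integrated fluorescence ratio relative to baseline, converted to per-well B score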
ANO1 activ – mouse TMEM16A channel activation, primary screen | Q8BHY3 | HEK293 TMEM16A/YFP-H148Q/I152L, iodide quench fluorescence; stronger effect = lower value | B-score at 10 µM | hit rate 0.3% among 340,000 | AID 623877;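 active = fluorescence-ratio B-score plate-corrected deviation score at least 3 library SD below zero, with starting fluorescence score within 5 deviations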;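 also: channel opened by trigger with iodide after compound preincubation; score built on the fluorescence ratio of max minus min over baseline; more negative score means more quench and so TMEM16A activation or potentiation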
RGS4 block – human RGS4 inhibition; AID 463165; B-score at 10 µM; hit rate 0.45% among 310,000; HEK293 M3R/RGS4 inducible, Fluo-4 calcium flux; stronger effect = higher value; triggered by carbachol at its EC20;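 active = B-score, a plate-corrected calcium signal, over three deviations above library mean, with baseline fluorescence within five deviations of library mean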;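 also: RGS4 expression induced by doxycycline in cells with stable M3 receptor; B-score is computed from the integrated fluorescence ratio over baseline after carbachol; higher B-score means a larger calcium signal and so more RGS4 inhibition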
Target sequence (P49798 whole entry, looked up): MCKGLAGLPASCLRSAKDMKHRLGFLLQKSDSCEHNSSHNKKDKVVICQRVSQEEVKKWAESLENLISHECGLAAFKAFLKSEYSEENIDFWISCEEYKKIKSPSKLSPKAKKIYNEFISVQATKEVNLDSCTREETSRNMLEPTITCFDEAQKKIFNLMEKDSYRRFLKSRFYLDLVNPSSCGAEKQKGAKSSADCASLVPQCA
An asterisk follows results filed as active; i = inactive; x = not tested or not shown.

SMILES | MrgX1 antagonist | TRPC4 potent | MrgX1 agonist | TRPC6 activator | TMEM16A inh | MrgX1 PAM | TRPC6 inhibitor | TRPC4 act | TRPC4 inh | ANO1 activ | RGS4 block
CC(=O)Nc1ccc(S(=O)(=O)N/N=C/c2cccnc2)cc1 | i | i | i | i | i | i | i | i | i | i | i
COc1ccc(CCC(=O)Nc2nnc(C(F)(F)F)s2)cc1 | i | i | i | i | i | i | i | i | i | i | i
O=C(CSc1nnnn1-c1ccc(F)cc1)Nc1ccccc1F | i | i | i | i | i | i | i | i | i | i | i
S=c1[nH]nc(-c2ccc3ccccc3n2)n1-c1ccccc1Cl | i | i | i | i | i | i | i | i | i | i | i
CCCC(=O)Nc1ccc2c(c1)nc(CCN1CCN(c3ccccn3)CC1)n2C | i | i | i | i | i | i | i | i | i | i | i
Cc1ccc(N2NC(=O)/C(=C/c3ccc(-c4ccc(Cl)c(C(=O)O)c4)o3)C2=O)cc1C | i | i | i | i | i | i | i | i | i | i | i
CC1C(=O)C(C)C(c2ccco2)NC1c1ccco1 (configuration not stated) | i | i | i | i | i | i | i | i | i | i | i
O=c1[nH]c(=O)n(Cc2ccco2)c2c1C(C(F)(F)F)(C(F)(F)F)N=C(Cc1ccccc1)N2 | i | i | i | i | i | i | i | i | i | i | i
CC(=O)Nc1ncc(Cc2ccc(Cl)cc2Cl)s1 | i | i | i | i | i | i | i | i | i | i | i
CSc1ccc(C(=S)N2CCCC2)cc1 | i | i | i | i | i | i | i | i | i | i | i
Cc1c(C(=O)NCc2ccccn2)oc2ccc(S(=O)(=O)N3CCC4(CC3)OCCO4)cc12 | i | i | i | i | i | i | i | i | i | i | i
Cc1ccc(NC(=O)c2cc([N+](=O)[O-])ccc2NCc2cccnc2)cc1 | i | i | i | i | i | i | -6.7* | i | i | i | i
Cc1cccnc1NC(=O)C1CCC1 | i | i | i | i | i | i | i | i | i | i | i
O=C(CN1C(=O)NC2(CCCCCCC2)C1=O)NCc1cccs1 | i | i | i | i | i | i | i | i | i | i | i
Cc1cc(C)c(NC(=S)N(CCN(C)C)Cc2cccs2)c(C)c1 | i | i | i | i | i | i | i | i | i | i | i
COc1ccc(C(=S)N2CCOCC2)cc1OC(=O)c1ccccc1 | i | i | i | i | i | i | i | i | i | i | i
CN(Cc1cnn(C)c1)C(=O)C1CCC(=O)N(C2CCCCCC2)C1 (configuration not stated) | i | i | i | i | i | i | i | i | i | i | i
COc1ccc2oc(C(=O)OCC(=O)NC3CCCC3)c(C)c2c1 | i | i | i | i | i | i | i | i | i | i | i
Cc1cccc(C)c1NC(=O)Cn1cc(C=O)c2ccccc21 | i | i | i | i | i | i | i | i | i | i | i
CCCc1[nH]n(-c2ccc([N+](=O)[O-])cc2)c(=O)c1C(C)=NCc1ccncc1 | i | i | i | i | i | i | i | i | i | i | i
O=C1CCCC(O)=C1Sc1cc(Cl)c(Cl)cc1Cl | i | i | i | i | i | i | i | i | i | i | i
COc1ccc(S(=O)(=O)n2nc(-c3cc(OC)c(OC)c(OC)c3)cc2N)cc1OC | i | x | i | x | i | i | x | x | x | i | x
NC(=S)N/N=C/c1ccc(-c2ccc(SC(F)F)cc2)o1 | i | i | i | i | i | i | i | i | i | i | i
N#CC1=C(N)Oc2n[nH]c(-c3cccs3)c2C1c1ccncc1 (configuration not stated) | i | i | i | i | i | i | i | i | i | i | i
O=C(O)CC(c1cccc(O)c1)N1Cc2ccccc2C1=O (configuration not stated) | i | i | i | i | i | i | i | i | i | i | i
CCC(Nc1ccc(OC)cc1)C(=O)N/N=C/c1ccc([N+](=O)[O-])cc1 (configuration not stated) | i | i | i | i | i | i | i | i | i | i | i
CCc1cccc(CC)c1NC(=O)COC(=O)c1ccc(F)c(S(=O)(=O)N(CC)CC)c1 | i | i | i | i | i | i | i | i | i | i | i
COc1cccc(N(Cc2nnc3n2CCCCC3)C(=O)Nc2ccccc2F)c1 | i | i | i | i | i | i | i | i | i | i | i
CCOc1ccc(-c2c(C(=O)N/N=C/c3ccco3)nnn2-c2nonc2N)cc1 | i | i | i | i | i | i | i | i | i | i | i
Cc1c(Cl)cccc1NC(=O)CN1CCC(C(O)(c2ccccc2)c2ccccc2)CC1 | i | i | i | i | i | i | i | i | i | i | i
Cc1cccc(C(=O)Nc2ccc(C(=O)N3CCCCC3C)cc2)c1 (configuration not stated) | i | i | i | i | i | i | i | i | i | i | i
CC1CCC(NC(=O)CN2C(=O)C3CCCN3c3ncc(Cl)cc32)CC1 (configuration not stated) | x | i | x | i | x | x | i | i | i | x | i
CCOC(=O)C(NS(=O)(=O)c1ccccc1)(C(F)(F)F)P(=O)(OC(C)C)OC(C)C (configuration not stated) | i | i | i | i | i | i | i | i | i | i | i
O=C(NCCc1ccccn1)c1ccc(OC2CCN(Cc3ccccn3)CC2)cc1 | i | i | i | i | i | i | i | i | i | i | i
Cc1csc(=NC(=O)c2ccccc2)n1Cc1ccco1 | i | i | i | i | i | i | i | i | i | i | i
COc1ccc(Cc2nnc(SCC(=O)N3CCCC3)o2)cc1 | i | i | i | i | i | i | i | i | i | i | i
COc1ccc(NC(=O)/C(C#N)=C\c2ccc(N3CCOCC3)o2)cc1 | i | i | i | i | i | i | i | i | i | i | i
COc1ccc(OC)c(C2Nc3ccccc3NC3=C2C(=O)CC(C)(C)C3)c1 (configuration not stated) | i | i | i | i | i | i | i | i | i | i | i
O=C(Oc1cccc([N+](=O)[O-])c1)C1CCN(C(=O)c2ccc(F)cc2)CC1 | i | i | i | i | i | i | i | i | i | i | i
CC(C)CC(C(=O)Nc1oc(-c2ccco2)c(-c2ccco2)c1C#N)N1C(=O)c2ccccc2C1=O (configuration not stated) | i | i | i | i | i | i | i | i | i | i | i
COc1ccccc1-c1cc(-c2ccccc2)nc(SCC(=O)O)c1C#N | i | i | i | i | i | i | i | i | i | i | i
CCN1CCc2c(sc(NC(=O)C3CCCCC3)c2C(=O)OC)C1 | i | i | i | i | i | i | i | i | i | i | i
CC(Sc1nnc(-c2ccccc2)c(-c2ccccc2)n1)C(=O)N1CCc2ccccc21 (configuration not stated) | i | i | i | i | i | i | i | i | i | i | i
O=C(NC(=S)Nc1ccc(NC(=O)c2cccs2)cc1)c1ccco1 | i | i | i | i | i | i | i | i | i | i | i
CC(=O)N1CCN(C(=O)c2ccc(NS(=O)(=O)c3cc(C)ccc3C)cc2)CC1 | i | i | i | i | i | i | i | i | i | i | i
COc1ccc(CNC(=O)C(C)Sc2ccc(C)cc2)cc1 (configuration not stated) | i | i | i | i | i | i | i | i | i | i | i
COc1ccc(CCNC(=O)c2ccc(C)s2)cc1OC | i | i | i | i | i | i | i | i | i | i | i
O=C(CN1CCOCC1)OCCCC1CCCCC1 | i | i | i | i | i | i | i | i | i | i | i
COc1nnc(-c2ccc(N3CCCCC3)c(N)c2)c2ccccc12 | i | i | i | i | i | i | i | i | i | i | i
Cc1cc(C)c2oc(=O)cc(CN3CCOCC3)c2c1 | i | i | i | i | i | i | i | i | i | i | i
O=c1c2ccccc2nnn1COc1ccc(F)cc1Cl | i | i | i | i | i | i | i | i | i | i | i
C=CCn1c(=S)[nH]c2sccc2c1=O | i | i | i | i | i | i | i | i | i | i | i
CCOC(=O)c1sc2nc(C)n(CC(=O)NCC3CCCO3)c(=O)c2c1C (configuration not stated) | i | i | i | i | i | i | i | i | i | i | i
Cc1cccc(N2CCN(C(=O)Cn3c(=O)[nH]c4ccsc4c3=O)CC2C)c1 (configuration not stated) | i | i | i | i | i | i | i | i | i | i | i
CCOc1ccc(C2C(C(=O)c3ccco3)=C(O)C(=O)N2CCN2CCOCC2)cc1 (configuration not stated) | i | i | i | i | i | i | i | i | i | i | i
COC(=O)c1sccc1NC(=O)COc1ccc(F)cc1Cl | i | i | i | i | i | i | i | i | i | i | i
CCN1CCCC1CNC(=O)c1cc2c(-c3ccc(Cl)cc3)nn(C)c2s1 (configuration not stated) | i | i | i | i | i | i | i | i | i | i | i
CCCCC(=O)OCC(=O)Nc1cccc(S(=O)(=O)NC2=NCCCCC2)c1 | i | i | i | i | i | i | i | i | i | i | i
COc1cccc(COc2nc3c(c(=O)n(C)c(=O)n3C)n2C)c1 | i | i | i | i | i | i | i | i | i | i | i
CC(=O)N1CCN(c2ccc(NC(=O)c3ccc(Cl)c(Cl)c3)cc2)CC1 | i | i | i | i | i | i | i | i | i | i | i
Next part
SMILES | MrgX1 antagonist | TRPC4 potent | MrgX1 agonist | TRPC6 activator | TMEM16A inh | MrgX1 PAM | TRPC6 inhibitor | TRPC4 act | TRPC4 inh | ANO1 activ | RGS4 block
CCOc1ccc(NC(=O)NC2CCCCCCC2)cc1 | i | i | i | i | i | i | i | i | i | i | i
CCOC(=O)C(Cc1ccccc1)C(=O)Nc1cccc(C)c1 (configuration not stated) | i | i | i | i | i | i | i | i | i | i | i
CCCSc1nc2c(cnn2-c2ccc(C)cc2)c(=O)[nH]1 | i | i | i | i | i | i | i | i | i | i | i
COc1cccc(/C=C/C(=O)Oc2ccc(C(=O)c3ccc(F)cc3)cc2)c1 | i | i | i | i | i | i | i | i | i | i | i
COCCNC(=O)C1CC(=O)N(C2CCCCC2)C1 (configuration not stated) | i | i | i | i | i | i | i | i | i | i | i
CN(C(=O)c1ccc(OC2CCN(C(=O)c3cccnc3)CC2)cc1)C1CCCCC1 | i | i | i | i | i | i | i | i | i | i | i
CCN1C(=O)[C@H]2[C@@H](c3ccc(-c4ccc(F)cc4)c(OC)c3)N[C@@](C)(C(=O)OC)[C@H]2C1=O | i | i | i | i | i | i | i | i | i | i | i
COc1ccccc1/C=N/NC(=O)CO | i | i | i | i | i | i | i | i | i | i | i
O=C(COc1ccc([N+](=O)[O-])cc1Cl)Nn1cnnc1 | i | i | i | i | i | i | i | i | i | i | i

Bioassay records: PubChem, Johns Hopkins Ion Channel Center

This is a random part of the collection, and some 5.8% of all compounds hit somewhere here.
